# SENP8 block: human SENP8 protease inhibitors, primary screen, biochemical, fluorescence, Nedd8 protein substrate, uHTS. recombinant SENP8. Sentrin-specific protease 8 (Homo sapiens), Q96LD8. inhibition, % at 20 µM. 360,000 compounds, 0.64% hits; in the data active = inhibition mostly above about 40%, no sharp cut-off; inactive = mostly below about 27%
# Target sequence (Q96LD8 whole entry, looked up): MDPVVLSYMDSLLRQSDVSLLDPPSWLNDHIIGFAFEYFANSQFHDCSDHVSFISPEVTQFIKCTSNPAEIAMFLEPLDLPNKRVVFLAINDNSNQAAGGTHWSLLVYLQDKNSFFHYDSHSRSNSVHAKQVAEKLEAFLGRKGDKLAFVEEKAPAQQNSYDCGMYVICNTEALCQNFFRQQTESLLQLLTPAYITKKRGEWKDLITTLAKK
# SENP6 block: SENP6 protease inhibitors, primary screen, biochemical, luminescence, uHTS | Recombinant SENP6 catalytic domain, aminoluciferin luminescence | inhibition, % at 10 µM | 330,000 compounds, 1.8% hits;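 active = inhibition above about 50% at the single tested dose, limit read from the data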;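 note: plate controls were DMSO wells with enzyme for no effect and DMSO wells lacking enzyme for full effect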
# Target sequence (Q9GZR1 628-1112 limits assumed): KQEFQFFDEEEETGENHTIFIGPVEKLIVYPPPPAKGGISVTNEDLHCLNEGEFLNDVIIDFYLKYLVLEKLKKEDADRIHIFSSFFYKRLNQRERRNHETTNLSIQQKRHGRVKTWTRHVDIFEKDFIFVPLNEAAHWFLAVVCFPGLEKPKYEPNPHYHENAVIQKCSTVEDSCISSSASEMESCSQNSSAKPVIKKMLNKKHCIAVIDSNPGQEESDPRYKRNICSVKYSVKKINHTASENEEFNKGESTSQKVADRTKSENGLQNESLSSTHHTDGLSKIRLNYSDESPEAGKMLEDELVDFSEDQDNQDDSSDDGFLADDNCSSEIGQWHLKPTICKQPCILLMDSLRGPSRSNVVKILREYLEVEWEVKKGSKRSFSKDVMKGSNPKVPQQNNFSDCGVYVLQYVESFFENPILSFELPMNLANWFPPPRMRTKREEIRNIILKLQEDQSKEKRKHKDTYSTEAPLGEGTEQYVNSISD
# ATG4B inhibitor: ATG4B protease inhibitors, primary screen, biochemical, fluorescence, uHTS. ATG4B cleavage of LC3-PLA2, NBD-HPC fluorescence, 1 h. inhibition, % at 8.33 µM. Cysteine protease ATG4B (Homo sapiens), Q9Y4P1. AID 504462, 2011. 340,000 compounds, 0.51% hits; in the data active = inhibition above about 40%
# GRIN3A LBD mod: binders of NR3A ligand-binding domain, primary screen, biophysical, differential scanning fluorimetry, uHTS | 340,000 compounds, 2.5% hits | Glutamate receptor ionotropic, NMDA 3A (GRIN3A) ligand-binding domain | Tm shift relative to glycine control, % at 25 µM | NR3A LBD differential scanning fluorimetry, Tm shift; 0% = protein alone, 100% = glycine-bound protein;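 active = melting temperature shift of at least 10% of the positive control shift, at one fixed dose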
# SENP1 inh: human SENP1 catalytic domain inhibitors, primary screen, biochemical, FRET, uHTS; Sentrin-specific protease 1 (Homo sapiens), Q9P0U3; recombinant SENP1 catalytic domain, CyPet-SUMO1-YPet FRET cleavage; AID 624204, 2012; inhibition, % at 10 µM; 360,000 compounds, 0.21% hits;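 active = inhibition at least 30% at 10 µM, raw YFP signal under a set limit, fluorescence ratio 0.5 to 1.5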;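 note: 0% = enzyme with DMSO and 100% = no enzyme wells; some results filed as inactive read as strong as hits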
# Target sequence (Q9P0U3 419-644 limits assumed): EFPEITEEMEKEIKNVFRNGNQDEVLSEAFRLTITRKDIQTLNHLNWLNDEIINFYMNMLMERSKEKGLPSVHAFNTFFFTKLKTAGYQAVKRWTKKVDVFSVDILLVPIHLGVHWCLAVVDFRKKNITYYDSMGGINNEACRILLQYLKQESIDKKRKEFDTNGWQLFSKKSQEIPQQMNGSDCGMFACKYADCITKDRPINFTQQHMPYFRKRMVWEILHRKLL
#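 Material – human SENP1 catalytic domain · Input – SENP1 enzyme, 20 pM final · Compound dosing – single concentration of 10 µM compound, 0.5% DMSO final · Timing – enzyme reaction for 50 min at room temperature, dark · Measured by – FRET fluorescence in CFP and YFP emission channels · Control set – no-enzyme wells low, DMSO-plus-enzyme wells high control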
# hIAP act: human IAP activators, primary screen, biochemical, luminescence, uHTS | Intestinal-type alkaline phosphatase (Homo sapiens), P09923 | purified human IAP, CDP-Star luminescence, 30 min; stronger effect = higher value; 1 = vehicle-only enzyme, 0 = enzyme-free background | activation factor at 10 µM | 330,000 compounds, 0.16% hits | AID 2524, 2010;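 active = activation factor of the enzyme at least 2-fold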; note: the source names both 10 and 20 µM as test concentration; values of inactives mirror those of a sister screen read the other way
# PfG6PD inh: PfG6PD enzyme inhibitors, primary screen, biochemical, fluorescence intensity, uHTS; PfGluPho enzyme, NADPH resazurin-diaphorase fluorescence; inhibition, % at 20 µM; 350,000 compounds, 0.78% hits;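 active = inhibition reaching at least a set limit at 20 µM in the primary screen, cut at about 59% in these data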;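 note: 0% = DMSO wells with substrate and 100% = DMSO wells lacking glucose-6-phosphate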
# MPTP inh: mitochondrial permeability transition pore inhibitors, primary screen, biochemical, isolated mouse mitochondria, absorbance; Ca2+ swelling absorbance, 30 min; AID 602449, 2012; 360,000 compounds, 1.4% hits; inhibition, % at 10 µM;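 active = inhibition of 50% or more, scaled per plate between neutral and stimulator controls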;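 note: 0% = DMSO wells given calcium and 100% = 1 mM EGTA wells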
# The depositor's hits bear a star; x = not tested or not shown. Rows were taken by chance. Share with any hit: about 6.7%.
SMILES,SENP8 block,SENP6 block,ATG4B inhibitor,GRIN3A LBD mod,SENP1 inh,hIAP act,PfG6PD inh,MPTP inh
Cc1ccc(-c2cccc(OC(=O)c3ccccc3F)c2)cc1,10,30,4,1,1,0.99,0,2.4
CCOC(=O)c1ccc2c(c1)nc(SCC(=O)N1CCCCC1)n2CC,32,2,5,0,1,1.2,14,0.8
CC(C)(C)NC(=O)CCCSc1nc2ccccc2s1,11,-12,-5,-1,1,1,-1,1.8
CCCOC(=O)CC1C(=O)NCCN1Cc1ccccc1C (configuration not stated),-2,-19,-10,-2,-1,0.94,0,-2.0
COC(=O)Cn1c(=O)c2c(nc3n2CCCN3CCc2ccccc2)n(C)c1=O,2,-4,3,-1,-18,1.2,-28,1.0
O=C(CSc1n[nH]c(-c2cccs2)n1)N1CCCC1,8,2,2,-2,-3,1.1,-12,0.5
O=C(NNC(=O)c1cc2ccccc2cc1O)Nc1ccccc1F,-50,12,-4,2,17,1.6,-12,4.0
CCSc1nc2ccccc2c(=O)n1C1CCOC(C)(C)C1 (configuration not stated),15,0,9,-1,0,1,4,-0.3
COc1cc(CN2CCNC(=O)C2CC(=O)NC2CCCCC2)cc(OC)c1 (configuration not stated),-43,9,7,-1,-10,1.3,-14,-1.2
COc1ccccc1N1CCN(C(=O)C(C)N(c2ccccc2)S(C)(=O)=O)CC1 (configuration not stated),27,-4,-5,-1,1,0.8,-2,2.4
CC(C)CCNC(=O)CN(Cc1ccccc1Cl)C(=O)CCC(=O)Nc1ccccn1,9,-13,-9,-5,0,1.1,-4,-0.5
CCOC(=O)C(NC(=O)C1C(C)N1S(=O)(=O)c1ccc(C)cc1)C(=O)OCC (configuration not stated),0,-2,-7,0,-2,1,12,-2.0
O=C(Nc1ccc2c(c1)OCO2)N1CCN(S(=O)(=O)c2ccc(Cl)cc2)CC1,24,-2,8,-2,0,0.81,16,-0.9
C[C@H](NC(=O)[C@@H]1CSC2c3ccccc3C(=O)N21)C(=O)NC1CCCCC1 (some centres not stated),3,-10,6,-1,1,1,0,-1.0
CCC(=O)Nc1ccc2nc(C3CC3)n(Cc3ccc(C(C)(C)C)cc3)c(=O)c2c1,-17,86*,3,-6,0,0.9,-2,7.4
CCOc1ccc(NC(=O)CN(C)CC(=O)NC(C)c2ccccc2)cc1OCC (configuration not stated),16,2,-15,-2,1,1.2,1,-1.1
O=C(O)CCc1ccc(-c2cccs2)n1Cc1ccco1,-240,1,-1,0,-20,0.95,-8,1.0
CCN(CC)CCn1c2c(c(SCC(=O)Nc3ccc4c(c3)OCO4)nc1=O)CCC2,5,-10,8,-2,-2,0.96,-4,-3.1
O=C(Nc1ccccc1)c1ccc(CSc2ccccn2)cc1,16,97*,-10,-18,1,0.94,-5,3.2
C=CCn1cc([N+](=O)[O-])nc1C,14,-1,4,-1,2,1.1,-1,-0.4
Cc1ccc(-c2cn3cccc(C)c3n2)cc1,-207,x,-3,23*,-3,x,12,0.2
O=C(N/N=C/c1ccoc1)c1ccc(Br)cc1,4,-2,1,-3,1,1,6,0.1
CC(C(=O)NCCS(=O)(=O)c1ccc(Cl)cc1)S(=O)(=O)c1ccc(Cl)cc1 (configuration not stated),13,-2,-3,-1,6,1.1,5,-1.3
CCCS(=O)(=O)N1CCCC(C(=O)NCCN(Cc2ccccc2)C(C)C)C1 (configuration not stated),25,-12,-12,8,0,1.1,3,-1.0
Nc1cc(=O)[nH]c(SCC(=O)Nc2ccccc2-c2ccccc2)n1,2,3,-3,1,1,0.99,5,2.1
OCCc1ccccc1,x,11,-7,0,x,0.94,10,x
O=C(Nc1ccc(-c2n[nH]c(=S)o2)cc1)c1ccccc1,-202,33,2,3,0,0.82,8,-0.3
C=CCOc1ccc(/C=N/O)cc1Cl,14,-12,-4,-3,1,1.1,-6,0.7
Cc1ccc(-n2nc3c(=O)n(CCCC(=O)NCc4ccc(F)cc4)nc(C)c3c2C)cc1,13,0,9,2,2,1,-17,1.3
CCC(C(=O)N(C(C)C)C(C)C)c1ccccc1 (configuration not stated),3,6,-3,0,1,0.89,-2,-1.1
CN(C)CCCN(C(=O)c1cc2ccccc2oc1=O)c1nc2c(F)cccc2s1,16,-12,9,-7,2,0.97,9,-0.7
O=C(C[n+]1cccc2ccccc21)c1ccccc1,-30,5,7,-4,12,1.1,7,-0.2
Cc1ccc(-c2csc(NC(=O)CCNC(=O)c3ccc(Cl)cc3)n2)cc1,-1,-1,-8,1,0,1.1,4,1.4
CCCCOc1ccc(Br)cc1CSC(=N)N,10,x,20,-4,1,x,10,83*
CCOC(=O)c1[nH]c2ccc(OC)cc2c1NC(=S)N1CCN(c2cccc(C)c2C)CC1,-424,0,-3,12*,-4,0.93,7,2.2
CCn1c(=O)c2sccc2n(CC(=O)NC2CCCC2)c1=O,5,-20,11,0,3,0.98,2,-1.7
NC(=O)c1ccc(Nc2ccc([N+](=O)[O-])cc2[N+](=O)[O-])cc1,7,4,-1,-1,1,0.92,1,-0.9
N=C1S/C(=C\c2ccc(O)cc2)C(=O)N1c1ccc(F)cc1,-27,8,10,22*,17,1.1,-1,-0.3
Cc1cc(Sc2ccc([N+](=O)[O-])cn2)ccc1Br,15,-1,-4,2,1,0.89,9,2.2
CCOCCn1c(SCC)nc2c1c(=O)[nH]c(=O)n2C,24,-4,-9,0,-1,1,-4,0.1
Cn1nc(OCc2ccccc2)ccc1=O,13,13,0,-3,0,1.1,-3,-0.4
O=C(CSc1nc2ncccc2[nH]1)Nc1c(F)cc(F)cc1Br,-2,5,-4,2,1,1.5,-5,-2.0
O=C(Nc1nccs1)C1CC(=O)N(c2ccccc2)C1 (configuration not stated),-6,-9,-9,0,5,1,9,-3.1
O=C(Nc1ccc(-c2cnco2)cc1)c1ccc(Cl)cc1,-5,-2,-9,-9,0,0.79,5,2.3
O=C(NC(=S)Nc1ccccc1N1CCCCC1)c1ccccc1,22,-17,26,-2,1,1.2,11,-4.2

# Reformatted with bars between the fields: 16 of the compounds above
canonical_smiles | SENP8 block | SENP6 block | ATG4B inhibitor | GRIN3A LBD mod | SENP1 inh | hIAP act | PfG6PD inh | MPTP inh
CCC(C(=O)N(C(C)C)C(C)C)c1ccccc1 (configuration not stated) | 3 | 6 | -3 | 0 | 1 | 0.89 | -2 | -1.1
CN(C)CCCN(C(=O)c1cc2ccccc2oc1=O)c1nc2c(F)cccc2s1 | 16 | -12 | 9 | -7 | 2 | 0.97 | 9 | -0.7
O=C(C[n+]1cccc2ccccc21)c1ccccc1 | -30 | 5 | 7 | -4 | 12 | 1.1 | 7 | -0.2
Cc1ccc(-c2csc(NC(=O)CCNC(=O)c3ccc(Cl)cc3)n2)cc1 | -1 | -1 | -8 | 1 | 0 | 1.1 | 4 | 1.4
CCCCOc1ccc(Br)cc1CSC(=N)N | 10 | x | 20 | -4 | 1 | x | 10 | 83*
CCOC(=O)c1[nH]c2ccc(OC)cc2c1NC(=S)N1CCN(c2cccc(C)c2C)CC1 | -424 | 0 | -3 | 12* | -4 | 0.93 | 7 | 2.2
CCn1c(=O)c2sccc2n(CC(=O)NC2CCCC2)c1=O | 5 | -20 | 11 | 0 | 3 | 0.98 | 2 | -1.7
NC(=O)c1ccc(Nc2ccc([N+](=O)[O-])cc2[N+](=O)[O-])cc1 | 7 | 4 | -1 | -1 | 1 | 0.92 | 1 | -0.9
N=C1S/C(=C\c2ccc(O)cc2)C(=O)N1c1ccc(F)cc1 | -27 | 8 | 10 | 22* | 17 | 1.1 | -1 | -0.3
Cc1cc(Sc2ccc([N+](=O)[O-])cn2)ccc1Br | 15 | -1 | -4 | 2 | 1 | 0.89 | 9 | 2.2
CCOCCn1c(SCC)nc2c1c(=O)[nH]c(=O)n2C | 24 | -4 | -9 | 0 | -1 | 1 | -4 | 0.1
Cn1nc(OCc2ccccc2)ccc1=O | 13 | 13 | 0 | -3 | 0 | 1.1 | -3 | -0.4
O=C(CSc1nc2ncccc2[nH]1)Nc1c(F)cc(F)cc1Br | -2 | 5 | -4 | 2 | 1 | 1.5 | -5 | -2.0
O=C(Nc1nccs1)C1CC(=O)N(c2ccccc2)C1 (configuration not stated) | -6 | -9 | -9 | 0 | 5 | 1 | 9 | -3.1
O=C(Nc1ccc(-c2cnco2)cc1)c1ccc(Cl)cc1 | -5 | -2 | -9 | -9 | 0 | 0.79 | 5 | 2.3
O=C(NC(=S)Nc1ccccc1N1CCCCC1)c1ccccc1 | 22 | -17 | 26 | -2 | 1 | 1.2 | 11 | -4.2

# The list goes on.
SMILES,SENP8 block,SENP6 block,ATG4B inhibitor,GRIN3A LBD mod,SENP1 inh,hIAP act,PfG6PD inh,MPTP inh
Cc1c(OCC(=O)N2C[C@H]3C[C@@H](C2)c2cccc(=O)n2C3)ccc2c3c(c(=O)oc12)CCC3,4,-14,1,-2,-1,0.91,3,-1.0
O=C(OCc1cn([C@H]2C[C@H](c3ccc(Cl)cc3)N(C(=O)c3cccs3)C[C@@H]2O)nn1)c1ccccc1,0,x,x,x,3,x,20,-1.4
COc1ccc(NC(=O)c2ccc(N3CCOCC3)nc2)cc1,11,-3,-2,-1,2,1.3,6,0.1
Cc1nccn1CC(=O)N/N=C/c1ccccc1O,-279,-9,-2,0,-36,1.6,-41,0.7
CC(C)C(NCC(=O)Nc1ccccc1C(=O)NC1CC1)c1ccccc1 (configuration not stated),-4,-9,1,6,2,0.82,5,-1.1
CCOC(=O)CNC(=O)COc1coc(CN2CCN(c3ccc(F)cc3)CC2)cc1=O,17,-15,-10,3,0,0.97,-11,-0.5
O=C(NC(Cc1ccccc1)C(=O)NCc1ccccn1)c1ccco1 (configuration not stated),16,13,0,3,-1,0.92,-10,0.9
O=C(O)c1ccc(COc2ccc3c4c(c(=O)oc3c2)CCC4)o1,-193,82*,0,-1,-2,1,-42,-0.1
CCOc1ccc(C2NCCc3cc(OC)c(OC)cc32)cc1OC (configuration not stated),13,-2,-2,-2,3,0.88,-11,0.1
O=C1/C(=C\c2ccc(O)c(O)c2)C(c2ccccc2)=NN1c1ccccc1,11,x,6,12*,5,x,-3,38
CCCCC(=O)Nc1ccc(C(=O)NN2C(=O)c3ccccc3C2=O)cc1,11,-3,-1,-7,1,0.95,-8,-3.0
O=C(NCCCSc1ccccc1)c1cnc(Cl)c(Cl)c1,5,-21,3,-9,-3,0.95,18,1.8
COc1cc2c(cc1NC(=O)COC(=O)C(CCSC)NC(=O)c1ccccc1Cl)oc1ccccc12 (configuration not stated),0,8,-7,-16,2,0.87,5,0.1
CC(C)CNC(=O)Nc1ccc(F)c(Cl)c1,7,3,3,-1,0,1.2,14,36
CCn1cnc2sc(C(=O)Nc3ccc4c(c3)OCO4)c(C)c2c1=O,18,29,0,1,3,1,-7,1.1
Cc1nc2ccccc2c(=O)n1Cc1ccco1,13,-1,-8,1,-1,1,6,1.9
CCC1CCc2sc(C(=O)N3CCN(c4ccccn4)CC3)cc2C1 (configuration not stated),2,-17,11,1,1,1,4,-1.1
CC[C@H](C)[C@@H]1NC(=O)c2cc([N+](=O)[O-])cc(I)c2NCC[C@@H](C(N)=O)NC(=O)[C@H](CCCN=C(N)N)NC1=O,x,-16,-5,1,x,0.99,2,x
CCC(C)c1ccccc1O (configuration not stated),-3,2,6,2,2,0.97,26,-0.9
Cc1cc(Cl)c(S(=O)(=O)N/N=C/c2ccc3c(c2)OCO3)c(Cl)c1,28,6,4,10,2,1,11,2.0
